# Assay outcomes as filed in PubChem.
# M. tuberculosis: growth inhibition of non-replicating M. tuberculosis (AID 488890); inhibition, % at 25 µM, or IC50 in µM where a hit was titrated; 0.39% of 320,000 active; Mycobacterium tuberculosis non-replicating, growth inhibition; higher % means a stronger effect; in the data active = a potency from the dose series; inconclusive = inhibition mostly from about 82% at the one dose, without a potency; inactive = the rest, 99 in 100 with inhibition below about 76%;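 note: plate controls were DMSO cells for no effect and high antibiotic wells for full effect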
# inhibitors of VEEV: inhibitors of VEEV TC-83 cytopathic effect, confirmation, Vero cells (AID 588727). Vero cells, VEEV TC-83 cytopathic effect inhibition; higher % means a stronger effect. inhibition, % at 20 µM, or IC50 in µM where a hit was titrated. 0.13% of 350,000 active; in the data active = a potency from the dose series; inconclusive = inhibition mostly from about 14% at the one dose, without a potency; inactive = the rest, 99 in 100 with inhibition below about 12%; note: strong numbers were not always called active
# M. tuberculosis HTS: M. tuberculosis growth inhibition, HTS (AID 449762). M. tuberculosis H37Rv growth inhibition, 7H9 media; higher % means a stronger effect. inhibition, % at 25 µM, or IC50 in µM where a hit was titrated. 0.59% of 330,000 active; in the data active = a potency from the dose series; inconclusive = inhibition above about 70% without an active follow-up result;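 note: bacterial growth assessed after seven days of incubation; strong numbers were not always called active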
# Salmonella PhoP GFP: Inhibition of PhoP regulon, Salmonella typhi GFP reporter cells, confirmation, 4 h (AID 1850); 0.33% of 310,000 active; Salmonella Typhi PhoP-promoter GFP reporter, fluorescence, 4 h; higher % means a stronger effect; one-dose inhibition, % at 50 µM; IC50 in µM for titrated hits; in the data active = a potency from the dose series; inconclusive = inhibition mostly from about 25% at the one dose, without a potency; inactive = the rest, 99 in 100 with inhibition below about 19%;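 note: 0% = induced wells with vehicle and 100% = uninduced wells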
# influenza NS1A: H1N1 influenza NS1A inhibitors, functional cell based assay (AID 504329) | NS1A functional cell-based assay, percent inhibition; higher % means a stronger effect | inhibition, % at 12.5 µM; hits with a dose series show IC50 in µM | 0.3% of 340,000 active; in the data active = a potency from the dose series; inconclusive = inhibition above about 27% without an active follow-up result; note: strong numbers were not always called active
# inhibitors of VEEV 10K pilot screen: also measured in inhibitors of VEEV; calls as there; inhibition, %; measured here: 10K pilot screen inhibition
# * = called active by the depositor; i = inactive; u = inconclusive; x = not tested or not shown.
SMILES,M. tuberculosis,inhibitors of VEEV,M. tuberculosis HTS,Salmonella PhoP GFP,influenza NS1A,others
Clc1ccc(-c2noc(/C=C/c3ccccc3)n2)cc1,-10%,3.2%,-1%,6%,-4%,
COc1ccc(-c2csc3ncn(-c4ccccc4OC)c(=O)c23)cc1OC,3%,11%,3%,13%,6%,
Cc1ccc(F)cc1NC(=O)c1cccc2nccnc12,7%,i,5%,2%,6%,
CCC(C)N(CCNC(=O)CC1Oc2ccccc2NC1=O)C1CCCCC1 (configuration not stated),14%,1.6%,4%,-15%,-14%,
Cc1ccc(O)c(C2=NOC(O)(C(F)(F)F)C2)c1 (configuration not stated),2%,0.5%,-2%,-9%,-5%,
CCOc1ccc(C(C)=O)cc1COC(=O)CNC(=O)C12CC3CC(CC(C3)C1)C2,71%,0.4%,58%,x,12%,
COc1cc(CO)cc(Br)c1OCc1cccnc1,8%,0.7%,18%,-4%,-9%,
Cc1ccc(CC(=O)Nc2nccs2)cc1C,1%,0.4%,12%,-13%,5%,
CCn1cc(C(=O)NCCN(CC(C)C)CC(C)C)c(=O)c2cc(S(=O)(=O)N3CCOCC3)ccc21,16%,0.2%,6%,-21%,9%,
Cc1c(OCC(=O)NCc2ccncc2)ccc2c3c(c(=O)oc12)CCC3,-14%,1.8%,-9%,6%,-7%,
Cc1ccccc1NC(=O)C1CC(=O)n2ncnc2N1 (configuration not stated),4%,1.3%,3%,5%,-15%,
FC(F)(F)c1nnc2ccc(N3CCCC3)nn12,x,i,-8%,-1%,-16%,
Cc1ccccc1NC(=O)CSc1nnc(-c2ccccn2)o1,-31%,0.0%,3%,4%,3%,
COc1cc(C)c(C(=O)Oc2cc(C)c(C(=O)O)c(O)c2)c(O)c1,35%,0.2%,5%,5%,-5%,
O=C(O)c1cc(-c2ccccc2)n(-c2ccc(Cl)cc2Cl)n1,2%,0.3%,1%,1%,-3%,
CCOC(=O)C(CC)(CC)/C(C)=N/NC(=O)CC#N,-4%,4.0%,-2%,-1%,3%,
CC(Oc1ccc2c3c(c(=O)oc2c1)CCCC3)C(=O)NCCCn1ccnc1 (configuration not stated),8%,i,-11%,-7%,-3%,
CCN(CC)CCNC(=O)c1c(O)c2cc(OC)c(OC)cc2[nH]c1=O,5%,0.8%,3%,3%,4%,
CCOc1ccc(-n2nc(C(=O)NCCOC)c3ccccc3c2=O)cc1,-2%,1.9%,2%,-1%,3%,
Cc1cc(OC(=O)c2ccc(Cl)cc2Cl)nc(C)n1,-14%,0.4%,-3%,-4%,-4%,
O=C(Nc1ccccc1Cl)NC1(C(=O)NCC2CCCO2)CCCCC1 (configuration not stated),-15%,i,-1%,4%,-1%,
CC(C)C(=O)Nc1csc(C(F)(F)F)c1-c1ccccc1,5%,i,7%,-2%,2%,
CCOC(=O)c1ccc(NC(=O)c2c(N)n(C)c(=O)[nH]c2=O)cc1,-9%,2.3%,-9%,-3%,-1%,
COc1cc(NC(=O)C2CCN(S(=O)(=O)c3ccc(N4CCCC4=O)cc3)CC2)cc(OC)c1,14%,2.6%,8%,5%,-4%,
O=C1CC[C@H](N2C(=O)c3ccccc3C2=O)C(=O)N1,-7%,1.0%,-9%,-5%,0%,

# Already shown: entries from further up.
SMILES,M. tuberculosis,inhibitors of VEEV,M. tuberculosis HTS,Salmonella PhoP GFP,influenza NS1A,others
Cc1cc(OC(=O)c2ccc(Cl)cc2Cl)nc(C)n1,-14%,0.4%,-3%,-4%,-4%,
O=C(Nc1ccccc1Cl)NC1(C(=O)NCC2CCCO2)CCCCC1 (configuration not stated),-15%,i,-1%,4%,-1%,
CC(C)C(=O)Nc1csc(C(F)(F)F)c1-c1ccccc1,5%,i,7%,-2%,2%,
CCOC(=O)c1ccc(NC(=O)c2c(N)n(C)c(=O)[nH]c2=O)cc1,-9%,2.3%,-9%,-3%,-1%,

# (listing goes on)
SMILES,M. tuberculosis,inhibitors of VEEV,M. tuberculosis HTS,Salmonella PhoP GFP,influenza NS1A,others
CC(C)c1ccccc1NC(=O)C1CCCN(C(=O)c2ccc(Cl)cc2)C1 (configuration not stated),x,12%,x,x,-2%,
O=C(c1cc2ccccc2o1)N1CC=C(c2ccccc2)CC1,79%,i,1%,4%,7%,
S=C(NCCc1ccc(Cl)cc1)NCc1ccco1,u,1.5%,-2%,-21%,1%,
CCOCCCNC(C(=O)Nc1ccc(OC)c(Cl)c1)c1ccccc1 (configuration not stated),17%,1.5%,-7%,-3%,-8%,
CN(/N=C/c1cc(Cl)ccc1O)C1=NS(=O)(=O)c2ccccc21,7%,2.2%,16%,-18%,-4%,
CCOC(=O)[C@@H]1[C@H]2COc3cc(OC)ccc3[C@H]2N2C(=O)N(c3ccc(Br)cc3)C(=O)[C@]12C,53%,0.2%,1%,x,-3%,
CCn1c(SCC(=O)N2CCCCCC2)nc2c(c1=O)SCC2,-7%,9.4%,-1%,-15%,8%,
O=C(CCS(=O)(=O)c1ccccc1)N1CCN(c2ccc(F)cc2)CC1,27%,1.8%,7%,0%,-8%,
FCCCOc1ccc(-c2ccnc(-c3ccccc3)n2)cc1,-9%,0.1%,0%,17%,-12%,
Cc1oc(-c2ccc(Cl)cc2)cc1C(=O)NC1CCN(Cc2ccccc2)CC1,26%,i,2%,-3%,x,
Cc1ccc(C(=O)Nc2nc(-c3cc(Cl)sc3Cl)cs2)cc1,6%,13%,5%,0%,-2%,
CSc1cc(-c2ccncc2)nc(-c2ccc(Cl)cc2)c1,u,i,98%,-2%,-18%,
CC1CCCCC1NC(=O)COC(=O)c1c2c(nc3ccccc13)/C(=C\c1ccco1)CC2 (configuration not stated),x,5.7%,x,x,-3%,
N#Cc1cc(NC2CCCC2)c([N+](=O)[O-])cc1C#N,-12%,i,-12%,-11%,13%,
CC1(C)Oc2ccc(C(=O)N/N=C/c3ccc(O)cc3)cc2NC1=O,x,i,1%,5%,-1%,
COc1cc(/C=N/NC(=O)COc2ccc(-n3cnnn3)cc2)ccc1OCC(N)=O,-5%,0.1%,-3%,-23%,5%,
Cc1cccc(NS(=O)(=O)c2cccc(C(=O)NNC(=O)c3ccccc3O)c2)c1,-14%,i,-1%,x,-14%,
CC1CCC2(CC1)NC(=O)N(CC(=O)NCCc1ccc(F)cc1)C2=O (configuration not stated),-1%,i,-9%,x,-16%,
Cc1cc(NC(=O)CCC(=O)N(c2ccccc2)C(C(=O)NCC2CCCO2)c2cccnc2)no1 (configuration not stated),2%,0.8%,-3%,-8%,-7%,
COc1ccc(CCNC(=O)CSc2nc3c(c(=O)n(C)c(=O)n3C)n2C)cc1OC,-11%,0.8%,6%,1%,8%,
CC(NS(=O)(=O)c1ccc(OCC(=O)N2CCCC2)cc1)c1ccccc1 (configuration not stated),-1%,1.4%,7%,9%,7%,
CCN1CCN(CC(=O)N/N=C/c2cc(Br)cs2)CC1,37%,i,5%,9%,-5%,
O=c1[nH]c(/C=C/c2ccccc2OC(F)F)nc2c1cnn2-c1ccccc1,18%,3.0%,2%,-1%,5%,
Cc1cc(C)c(Cn2ncn(-c3ccc(Br)cc3)c2=O)c(C)c1,-16%,0.9%,-1%,-4%,-11%,
O=C(Nc1cccc(-c2ccc(N3CCOCC3)nn2)c1)c1ccc([N+](=O)[O-])cc1,13%,2.8%,-1%,-1%,-11%,

# (continued)
SMILES,M. tuberculosis,inhibitors of VEEV,M. tuberculosis HTS,Salmonella PhoP GFP,influenza NS1A,others
Cc1cccc(OCCOc2ccc(/C=N/NC(=O)Cc3nnc(N)s3)cc2)c1,-3%,0.6%,7%,-10%,0%,
COc1ccc(Cl)cc1NC(=S)NC(=O)c1ccco1,13%,1.5%,-10%,x,-4%,
OCCn1c(SCCOc2ccccc2)nc2ccccc21,0%,i,1%,1%,-4%,
c1ccc(Cn2ncc3c(NCc4ccco4)ncnc32)cc1,16%,0.2%,3%,7%,-3%,
CCc1cccc(NC(=O)CCS(=O)(=O)c2cccc3nonc23)c1,63%,1.0%,58%,-1%,14%,inhibitors of VEEV 10K pilot screen=3.1
CCCCn1c(=NC(C)=O)c(C#N)cc2c(=O)n3cccc(C)c3nc21,4%,0.3%,2%,-2%,-1%,
O=C(O)c1cccc(S(=O)(=O)Nc2ccc(S(=O)(=O)N3CCOCC3)cc2)c1,4%,0.6%,0%,0%,-2%,
O=C(c1ccc(Cl)c(Cl)c1)N1CCN(c2ccccn2)CC1,-3%,0.5%,6%,2%,-3%,
CN(C)c1ccc(N=Cc2nc(-c3ccccc3)oc2OC(=O)c2ccccc2)cc1,-1%,1.2%,-1%,-34%,-3%,
CC(Sc1ncnc2sccc12)C(=O)Nc1ccc(S(=O)(=O)N2CCOCC2)cc1 (configuration not stated),x,6.4%,x,x,0%,
S=c1[nH]nc(-c2cccnc2)n1/N=C/c1ccccc1,-25%,0.7%,-4%,6%,10%,
O=C(CSc1nnc(-c2ccc(Cl)cc2)n1-c1ccc(Cl)cc1)N/N=C/c1ccccc1C(=O)O,11%,x,-3%,-5%,x,
Cc1nn(CCc2n[nH]c(=S)n2-c2ccc(F)c(Cl)c2)c(C)c1[N+](=O)[O-],-13%,1.9%,0%,3%,18%,
C#CCOCCOCCOCCNc1nc(N2CCN(C(=O)Cn3cc(CCCCN)nn3)CC2)nc(N2CCN(C(=O)[C@H](C)n3cc(CCC(=O)O)nn3)CC2)n1,x,1.2%,x,x,4%,
CC(C)Oc1ccc(C2CC(=O)N(c3cccc(Br)c3)C2=O)cc1 (configuration not stated),2%,0.6%,-7%,0%,x,
O=C(CN1CCN(Cc2cccc(Cl)c2)C1=O)NCc1cccs1,5%,9.3%,-1%,9%,-4%,
CC(C)Cc1ccc(C(=O)Nc2ccc(Cc3ccncc3)cc2)o1,u,i,3%,0%,18%,
CC1(C)CC(=O)c2sc(NC(=O)C3CC3)nc2C1,-6%,13%,-2%,-24%,-1%,
Cc1ccc(NC(=O)C2CCCN(S(=O)(=O)c3c(C)noc3/C=C/N(C)C)C2)c(C)c1 (configuration not stated),-6%,3.8%,-4%,2%,0%,
CC1(C)Cc2c(c(=S)nc(-c3ccccc3)n2CCO)CO1,-30%,0.3%,5%,-2%,1%,
COC(=O)CSc1nnc(CNC(=O)Cc2ccccc2)n1-c1ccccc1OC,-20%,1.5%,-5%,-4%,-2%,
N/C(=N\OC(=O)C1CCCCC1)c1cccc([N+](=O)[O-])c1,36%,1.4%,u,-7%,0%,
CCOC(=O)CNC(=S)N(Cc1ccccc1)Cc1ccccc1F,-2%,0.1%,3%,-13%,2%,
CC(C)[C@@H](C(=O)N1CCCC1)N1C(=O)N2CCc3c([nH]c4ccccc34)[C@@]2(C)C1=O,28%,0.5%,1%,7%,-7%,
COc1ccccc1C(=O)NCCC(=O)NCC(c1ccccc1)N(C)C (configuration not stated),-2%,1.4%,-8%,-7%,-8%,

# (list continues)
SMILES,M. tuberculosis,inhibitors of VEEV,M. tuberculosis HTS,Salmonella PhoP GFP,influenza NS1A,others
CCOC(=O)c1c(C)[nH]c(C=C2C(=O)CCCC2=O)c1O,2%,i,-1%,-24%,-2%,
CCC(C)Cn1cnc2c(Sc3c([N+](=O)[O-])ncn3C)nc(N)nc21 (configuration not stated),x,0.3%,x,x,9%,
CCCC(NC(=O)Cc1c(C)c2cc3c(C)c(C)oc3c(C)c2oc1=O)C(=O)N[C@@H](Cc1ccccc1)C(=O)O (some centres not stated),-15%,4.0%,-6%,1%,6%,
O=C(O)[C@@H]1CCCN1S(=O)(=O)c1cccc(S(=O)(=O)N2CCC[C@H]2C(=O)O)c1,3%,0.6%,12%,-17%,-6%,
COc1cc(NS(=O)(=O)c2ccc(NC(=O)c3ccc(Cl)cc3Cl)cc2)ncn1,27%,2.7%,0%,-6%,-15%,
O=C(CCSCCC(=O)NCc1ccc(F)cc1)NCc1ccc(F)cc1,37%,0.1%,1%,-10%,-1%,
OCC1(Cc2ccccc2)CCN(Cc2cccc(F)c2F)CC1,-3%,u,3%,-17%,-4%,
Cc1ccc2nc(NCCC(=O)O)nc(-c3ccccc3)c2c1,9%,1.1%,-3%,3%,-8%,
Cc1ccc(N2CCN(/N=C/C=C/c3ccccc3)CC2)cc1,12%,i,0%,-7%,10%,
Cc1c(Cl)cnc(NC(=O)COC(=O)CCC(=O)c2cccs2)c1Cl,x,1.6%,x,x,3%,
Cc1ccc(S(=O)(=O)N2CCOCC2)cc1C(=O)OCC(=O)NCCc1ccc(F)cc1,2%,1.3%,-2%,x,6%,

# Among those listed so far, these have a CF3 group.
SMILES,M. tuberculosis,inhibitors of VEEV,M. tuberculosis HTS,Salmonella PhoP GFP,influenza NS1A,others
Cc1ccc(O)c(C2=NOC(O)(C(F)(F)F)C2)c1 (configuration not stated),2%,0.5%,-2%,-9%,-5%,
FC(F)(F)c1nnc2ccc(N3CCCC3)nn12,x,i,-8%,-1%,-16%,
CC(C)C(=O)Nc1csc(C(F)(F)F)c1-c1ccccc1,5%,i,7%,-2%,2%,
